TAAR1 ag – agonists of human TAAR1 | CHO RD-HGA16 TAAR1, Fluo-8 calcium fluorescence; vehicle wells 0%, saturating PEA agonist 100% | activation, % at 3 µM | 360,000 compounds, 0.99% hits;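 active = activation above the mean activation of all test compounds in the run plus 3 SD, cut at about 38% in these data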
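Test system: RD-HGA16 (CHO) cells co-expressing Gα16 and hTAAR1; dosing: one-point dosing at 3 µM (nominal); timing: 17-24 h seeding, 75 min 37 °C dye, 30 min RT; signal: kinetic Fluo-8 calcium fluorescence; read-out basis: % activation relative to PEA EC100 response; controls: DMSO and PEA EC100; replicates: n 1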
CHRM4 antagonist – antagonists of human muscarinic M4 receptor (CHRM4); P08173; CHO-hM4 cells, ACh EC80, Fluo-8 calcium fluorescence; inhibition, % at 3 µM; 360,000 compounds, 0.73% hits; AID 624125;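 active = inhibition above its plate's cutoff, the mean inhibition of sample wells plus 3 SD, cut at about 27% in these data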;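 note: 0% = acetylcholine EC80 with DMSO and 100% = DMSO without agonist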
Target sequence (P08173 whole entry, looked up): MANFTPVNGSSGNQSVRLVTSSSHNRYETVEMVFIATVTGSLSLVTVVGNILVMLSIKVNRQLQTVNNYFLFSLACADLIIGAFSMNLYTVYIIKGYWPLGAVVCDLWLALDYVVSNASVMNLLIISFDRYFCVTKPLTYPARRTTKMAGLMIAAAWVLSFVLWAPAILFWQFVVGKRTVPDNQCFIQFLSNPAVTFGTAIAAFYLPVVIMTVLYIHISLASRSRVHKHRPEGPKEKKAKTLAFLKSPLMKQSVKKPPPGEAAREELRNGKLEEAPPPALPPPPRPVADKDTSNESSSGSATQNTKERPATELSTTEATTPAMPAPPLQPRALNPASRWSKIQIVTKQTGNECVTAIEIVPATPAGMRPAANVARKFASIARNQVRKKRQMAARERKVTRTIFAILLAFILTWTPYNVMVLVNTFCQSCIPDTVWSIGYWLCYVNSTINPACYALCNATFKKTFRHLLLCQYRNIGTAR
CHRM1 antagonist – human CHRM1 antagonism | P11229 | CHO-K1 hM1, Fluo-8 calcium fluorescence, ACh EC80 antagonist | inhibition, % at 3 µM | 360,000 compounds, 1.3% hits | AID 588852;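 active = percent inhibition above its own plate's cutoff, namely the mean of that plate's compound wells plus 3 SD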;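 note: peak over basal fluorescence ratio during 140 s after agonist addition; 0% = ACh EC80 plus DMSO and 100% = DMSO alone without agonist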
M1 ag – activates human CHRM1 receptor; P11229; CHO-K1 hM1, Fluo-8 calcium fluorescence, agonist mode; 0% DMSO, 100% acetylcholine EC100; activation, % at 3 µM; 360,000 compounds, 0.33% hits; AID 588814;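 active = activation above the run's mean compound activation plus 3 SD, cut at about 16% in these data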;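 note: peak over basal fluorescence ratio within a 140 s kinetic read after compound addition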
M5 ag – agonists of human muscarinic M5 receptor (CHRM5) | P08912 | CHO-K1 hM5 cells, Fluo-8 calcium fluorescence; 0% DMSO wells, 100% maximal acetylcholine response | activation, % at 3 µM | 360,000 compounds, 0.19% hits;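 active = activation above the run's mean over test compounds plus 3 SD, cut at about 23% in these data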;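 note: signal is peak over basal fluorescence ratio across the kinetic read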
Target sequence (P08912 whole entry, looked up): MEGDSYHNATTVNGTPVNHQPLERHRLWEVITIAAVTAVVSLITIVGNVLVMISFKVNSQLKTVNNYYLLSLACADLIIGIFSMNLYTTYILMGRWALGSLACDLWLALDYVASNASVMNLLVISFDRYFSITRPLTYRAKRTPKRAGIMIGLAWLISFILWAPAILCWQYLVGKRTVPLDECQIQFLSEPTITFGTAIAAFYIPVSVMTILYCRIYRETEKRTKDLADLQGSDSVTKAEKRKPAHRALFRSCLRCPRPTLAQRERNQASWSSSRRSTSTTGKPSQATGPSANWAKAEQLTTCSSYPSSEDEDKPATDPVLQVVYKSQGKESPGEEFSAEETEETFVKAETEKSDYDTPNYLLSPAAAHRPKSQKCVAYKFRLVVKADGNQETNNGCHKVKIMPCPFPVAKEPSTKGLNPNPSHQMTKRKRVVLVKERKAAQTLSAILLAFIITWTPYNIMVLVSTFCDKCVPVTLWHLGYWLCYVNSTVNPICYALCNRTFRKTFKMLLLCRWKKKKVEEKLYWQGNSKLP
M5 PAM – positive allosteric modulators of human muscarinic M5 receptor. AID 624038. P08912. CHO-K1 hM5, Fluo-8 calcium, ACh EC20 PAM; 0% = ACh EC20, 100% = ACh EC100. activation, % at 3 µM. 360,000 compounds, 0.3% hits;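 active = activation above the run cutoff, the mean activation of all test compounds plus 3 SD, cut at about 18% in these data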
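System – CHO-K1 hM5 cells · Compound – 3 µM, single dose · Incubation – compound preincubation 140 s before EC20 acetylcholine addition · Technique – Fluo-8 calcium fluorescence · Measure – Max/basal fluorescence ratio as % of EC20–EC100 ACh window · Benchmarks – low control EC20 acetylcholine (0%), high control EC100 acetylcholine (100%) · Replication – singlicate, one well per test compound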
M5 antag – antagonists of human muscarinic M5 receptor (CHRM5). P08912. 360,000 compounds, 0.59% hits. inhibition, % at 3 µM. CHO-hM5 cells, Fluo-8 calcium fluorescence, ACh EC80;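 active = inhibition above a per-plate cutoff, the mean of that plate's test compounds plus 3 SD, cut at about 27% in these data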;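 note: 0% = acetylcholine EC80 with DMSO and 100% = DMSO without agonist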
M1 PAM – positive allosteric modulators of human M1 muscarinic receptor | activation, % at 3 µM | P11229 | CHO-K1 hM1, Fluo-8 calcium fluorescence, ACh EC20; 0% = ACh EC20, 100% = maximal ACh | 360,000 compounds, 0.088% hits | AID 588819; in the data active = activation above about 19%, passing the limit was not always enough
M4 ag – CHRM4 agonism in calcium assay | P08173 | CHO-K1 hM4/Gqi5, Fluo-8 calcium fluorescence; vehicle 0%, full acetylcholine response 100% | activation, % at 3 µM | 360,000 compounds, 0.14% hits | AID 624127;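 active = activation above the run mean over all test wells plus 3 SD, cut at about 32% in these data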;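 note: peak over basal fluorescence ratio per well then scaled between controls; 0% = DMSO wells and 100% = acetylcholine at EC100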
Starred values were filed as active, the others as inactive; / = no result given.

SMILES	TAAR1 ag	CHRM4 antagonist	CHRM1 antagonist	M1 ag	M5 ag	M5 PAM	M5 antag	M1 PAM	M4 ag
Cc1cn([C@H]2C[C@H](O)[C@@H](CCC(=O)NCc3ccco3)O2)c(=O)[nH]c1=O	-0.7	-11.7	-0.8	-2.1	0.5	0.0	-1.9	0.3	0.3
CCN1CCN(C(=O)C(C)Nc2cc(Cl)c(OC)cc2OC)CC1 (stereo unspecified)	0.2	-6.2	-4.3	-3.2	-2.4	3.5	6.9	4.1	0.3
COc1ccc(N/C(N)=N/c2nc(C)cc(C)n2)cc1	18.5	14.1	21.5	-5.8	0.5	-6.7	2.6	-13.9	7.1
C=CCn1c(COc2ccccc2F)nnc1SCC(=O)c1c[nH]c2ccccc12	5.0	-10.0	8.1	-3.1	-0.3	-11.8	8.5	1.2	20.5
O=C(NCc1nnc2c3ccccc3c(-c3ccccc3)nn12)c1ccc(Cl)cc1	1.5	6.8	-4.6	-6.3	-1.1	-7.9	7.0	7.7	-0.1
O=C(CNC(=O)c1ccco1)NCC(=O)OC(C(=O)c1ccccc1)c1ccc(Cl)cc1 (stereo unspecified)	8.4	-1.8	3.5	-5.6	-2.3	4.1	-1.5	0.1	3.1
CCO[C@H]1OC(C(=O)NC2CC2)=C[C@@H](c2csc3ccccc23)[C@@H]1CCCO	9.2	-2.0	11.1	-2.1	3.2	-11.7	13.3	-6.3	2.9
Cc1ccnc(NC(=O)/C=C/c2cccs2)c1	1.4	-13.2	-16.3	-8.8	-2.9	6.8	-6.0	3.8	1.3
COc1ccccc1NC(=O)CNc1ccc(F)c(Cl)c1	3.8	3.0	-4.7	-7.4	-3.2	1.7	-9.0	10.1	0.6
COc1ccc(Cl)cc1C(=O)NC(C)C	-0.7	4.5	-5.7	-6.5	-0.4	1.6	-1.7	5.4	0.6
C=C1CC2C=C(NC(C)=O)CC(C1)C2 (stereo unspecified)	5.7	-5.9	2.7	-3.5	-3.2	-4.8	2.7	-2.1	1.1
N#Cc1ccccc1C[C@H](N)C(=O)NC[C@H]1O[C@@H](n2cnc3c(N)ncnc32)[C@H](O)[C@@H]1O	3.3	-16.9	-21.6	-1.6	1.7	5.5	1.8	0.8	0.5
c1ccc2c3n(nc2c1)CCCO3	0.8	7.5	1.4	-1.4	-1.2	0.3	12.1	3.7	1.8
CO/N=C/CC(=O)c1cnc(-c2ccc(Cl)cc2)s1	0.3	1.6	7.8	-3.7	-4.3	4.3	16.3	-4.9	1.6
Nc1ccc(S(=O)(=O)Nc2nccc(/C=C/c3ccc(Br)s3)n2)cc1	6.6	6.3	1.7	-8.7	0.6	4.0	2.7	9.4	0.6
CSCCC(Nc1ncnc2ccc(Br)cc12)C(=O)O (stereo unspecified)	2.6	2.4	8.5	-4.7	2.3	1.2	-5.3	-2.3	2.6
Cc1cc(F)ccc1S(=O)(=O)N1CCCOC1CNC(=O)C(=O)NCC(C)C (stereo unspecified)	0.7	-0.9	-6.4	-1.0	-4.3	0.7	2.4	0.4	0.6
Cc1ccn2c(=O)nc(SCC(=O)NCc3ccc4c(c3)OCO4)nc2c1	0.1	-8.7	-13.0	-4.3	2.4	-0.1	1.9	8.4	0.2
Cc1ccccc1OCCNC(=O)CNC(=O)c1ccccc1O	/	-3.5	5.9	-5.0	-0.7	-1.1	2.5	-0.8	3.7
CCOC(=O)N1CCN(CC(O)COc2ccc(C)c(C)c2)CC1 (stereo unspecified)	12.6	-1.1	14.7	-3.0	0.7	0.4	5.5	1.5	0.0
COc1cc(NC(=O)COn2nnc3ccc(S(C)(=O)=O)cc32)cc(OC)c1	2.7	-3.0	4.9	-4.4	2.2	-6.6	10.8	-1.8	3.7
COc1cc(CC(NC(C)=O)C(=O)NC2CCN(C(=O)Nc3ccccc3C)CC2)cc(OC)c1 (stereo unspecified)	0.9	-13.9	-9.4	0.1	-3.2	-2.8	9.8	7.9	0.5
CC(C)n1c(SC2CCOC2=O)nc2ccccc21 (stereo unspecified)	7.4	-1.6	-3.1	-4.3	-2.3	-3.3	9.9	5.5	-0.2
CCOC(=O)/C=C1/SCC(=O)N1CC(=O)Nc1ccccc1OC(F)F	1.0	-5.9	-7.8	-3.5	1.3	-0.7	18.7	6.3	0.1
Cc1ccc(NC(=O)CN(C)C(=O)Cn2nnc(-c3ccccc3C)n2)cc1	7.5	-1.2	-10.0	-0.8	1.0	-1.2	0.9	4.6	-0.6

Next compounds follow:
SMILES	TAAR1 ag	CHRM4 antagonist	CHRM1 antagonist	M1 ag	M5 ag	M5 PAM	M5 antag	M1 PAM	M4 ag
COc1ccc(/C=N/NC(=O)c2cccc([N+](=O)[O-])c2)c2ccccc12	0.7	10.0	-5.0	-3.4	-3.3	-1.2	14.3	4.0	0.4
CC(=O)c1ccccc1NC(=O)CN1C(=O)CS/C1=C\c1nc(-c2ccc(C)cc2)cs1	9.6	4.7	14.7	-6.3	-4.0	-3.7	-1.1	-9.4	0.2
COc1ccc(Cl)c(-c2cc(C(=O)NCc3ccco3)[nH]n2)c1	1.0	-10.2	-11.4	-3.1	-0.1	0.0	-0.8	7.2	2.2
O=c1cc(-c2ccccc2)[nH]c2ccccc12	5.3	-5.8	11.1	-0.9	-4.3	0.8	-0.9	-1.9	1.5
O=C(OCCCc1cc2ccccc2c(=O)o1)c1ccc2c(c1)OCO2	5.3	-8.8	11.2	4.2	-0.2	2.4	4.3	9.5	9.2
CN(C)c1cccc(CNC(=O)c2ccc3sc([C@@H]4O[C@H](CO)[C@H](O)[C@H](O)[C@H]4O)nc3c2)c1	2.2	-18.2	-22.1	3.1	1.1	3.2	-5.5	17.6	-0.1
Cc1cc(C)c(NC(=O)C2CC(=O)N(c3ccc4c(c3)OCCO4)C2)c(C)c1 (stereo unspecified)	2.9	-8.6	-7.5	-2.8	2.7	-4.5	13.4	5.4	2.9
C=CCn1c(=S)[nH]c2cc(C(=O)Nc3ccc(OC)c(OC)c3)ccc2c1=O	19.1	2.0	0.9	-0.9	0.8	-6.6	13.6	-1.4	11.3
O=C(c1ccc(Cl)cc1)C(Cn1cncn1)C(Sc1ccccc1)c1ccccc1 (stereo unspecified)	21.8	12.1	0.4	-3.6	-7.0	-18.4	4.5	0.1	-1.8
NC(=O)C1CCN(C(=O)c2ccc3ccccc3c2)CC1	-0.5	10.6	-3.0	-5.1	-2.6	0.5	10.5	5.1	0.7
CCCNC(=O)C1(C)CCCN(C(=O)c2ccc(OC(F)F)cc2)C1 (stereo unspecified)	1.4	-1.1	12.4	-3.9	-0.1	0.9	-3.8	-10.1	0.3
COC(=O)c1c(NC(=O)C2C3CCC(O3)C2C(=O)O)sc2c1CCCCCC2 (stereo unspecified)	1.7	-4.2	0.1	-3.1	0.8	3.1	-4.7	1.2	0.5
COc1ccc(-c2ccc3c(c2)S(=O)(=O)c2cccc(C(=O)O)c2C3=O)cc1OC	8.2	-3.6	-4.8	-2.5	5.0	6.8	-6.0	4.3	-1.1
C=CC(=O)N=c1sc2ccccc2n1-c1ccccc1	2.4	-5.7	-3.5	-3.1	-2.1	-12.2	-3.6	7.2	3.1
COc1cc(C(N)=O)cc(Cl)c1OC	3.9	-1.3	-9.5	-4.0	-3.3	-8.5	-9.4	8.8	0.8
Cc1ccc(NC(=O)CN(C)C(=O)c2ccc(NS(=O)(=O)c3cccc([N+](=O)[O-])c3)cc2)cc1	14.4	7.9	-14.2	-3.1	-2.9	3.2	0.6	22.1	0.5
CC(c1n[nH]c(=S)n1-c1ccccc1)N1CCCCC1 (stereo unspecified)	6.5	1.5	3.7	-9.1	-2.2	5.8	-8.4	0.3	1.0
COCCn1c(SCC(=O)Nc2cccc(S(N)(=O)=O)c2)nc2cc(Cl)ccc2c1=O	4.5	7.5	1.8	-5.9	1.3	6.0	4.2	6.3	0.6
Cc1ccc(S(=O)(=O)Nc2ccccc2N2CCOCC2)cc1	3.8	-5.5	-7.5	-5.1	-2.1	5.8	-11.5	6.7	1.5
N#Cc1nc(-c2cccs2)oc1N1CCN(c2ccccc2)CC1	1.7	-3.2	-2.8	-2.0	-0.6	-1.8	-2.5	2.3	4.3
CC(C)Sc1nc(N2CCCC2)c2c(c1C#N)CC(C)(C)OC2	-1.3	11.2	5.5	-5.4	-8.0	-23.7	7.7	-3.6	-1.5
COc1ccccc1/C=N/NC(=O)c1sc(C)nc1C	5.3	-4.7	-7.3	-4.6	-0.1	-5.1	-1.2	10.3	1.0
Cc1ccc(S(=O)(=O)Nc2cccc3c2CCCC3)cc1	3.5	-1.6	-1.5	-7.0	-2.6	-1.7	4.4	-1.9	0.0
COc1ccc(C(=O)N(C)C(C)c2nccs2)cc1OC1CCN(C(C)=O)CC1 (stereo unspecified)	2.5	1.5	-9.7	-2.5	0.5	-4.8	9.0	8.2	0.4
Cc1ccc(Nc2nnc(SCC(=O)c3ccc(Br)s3)s2)c(C)c1	-0.1	-2.0	0.3	-7.8	-7.0	-1.0	-2.7	-17.2	-0.4

The listing continues:
SMILES	TAAR1 ag	CHRM4 antagonist	CHRM1 antagonist	M1 ag	M5 ag	M5 PAM	M5 antag	M1 PAM	M4 ag
CCS(=O)(=O)N1CCC(C(=O)NCCc2ccc(OC)c(OC)c2)CC1	6.1	10.1	-6.8	-0.3	2.2	2.9	-0.6	0.8	2.0
CCOc1ccccc1NC(=O)C1C2C=CC(C2)C1C(=O)O (stereo unspecified)	8.8	0.4	-3.6	-4.3	-1.0	-2.9	2.6	9.2	0.1
COc1ccc(CNC(=O)C2CCN(c3nc(-c4ccccc4)nc4c3CCC4)CC2)cc1	1.5	-12.7	18.8	-4.3	-4.8	-8.1	10.7	-13.5	3.8
Cc1ccc(-n2nnnc2SCC(=O)NC(=O)Nc2ccc3c(c2)OCCO3)cc1	14.6	-3.4	6.3	0.6	5.9	-4.7	0.2	-1.3	5.4
CC(Sc1nnc(C2CC2)n1C1CC1)C(=O)NCc1cccs1 (stereo unspecified)	0.3	-0.2	5.6	-3.7	0.1	-5.8	9.8	2.7	1.9
CCOc1cc(/C=C2\C(=O)N(c3ccc(C(N)=O)cc3)N=C2C)ccc1OC(=O)c1cccs1	/	-7.9	-12.8	0.7	-1.2	5.3	-2.4	8.5	-0.8

Of the compounds above, these have a COOH group:
SMILES	TAAR1 ag	CHRM4 antagonist	CHRM1 antagonist	M1 ag	M5 ag	M5 PAM	M5 antag	M1 PAM	M4 ag
CSCCC(Nc1ncnc2ccc(Br)cc12)C(=O)O (stereo unspecified)	2.6	2.4	8.5	-4.7	2.3	1.2	-5.3	-2.3	2.6
COC(=O)c1c(NC(=O)C2C3CCC(O3)C2C(=O)O)sc2c1CCCCCC2 (stereo unspecified)	1.7	-4.2	0.1	-3.1	0.8	3.1	-4.7	1.2	0.5
COc1ccc(-c2ccc3c(c2)S(=O)(=O)c2cccc(C(=O)O)c2C3=O)cc1OC	8.2	-3.6	-4.8	-2.5	5.0	6.8	-6.0	4.3	-1.1
CCOc1ccccc1NC(=O)C1C2C=CC(C2)C1C(=O)O (stereo unspecified)	8.8	0.4	-3.6	-4.3	-1.0	-2.9	2.6	9.2	0.1

From PubChem BioAssay

This is a subset; rates above refer to the full screens.
